Compound activity deposited in PubChem by The Scripps Research Institute Molecular Screening Center.
TDP2 absorb = blocks human TDP2 phosphodiesterase activity; recombinant TDP2, T5PNP hydrolysis, p-nitrophenol absorbance 415 nm; O95551; 370,000 tested, 0.34% active; AID 720702; inhibition, % at 12.8 µM;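 active = inhibition above the mean of all tested compounds plus 3 SD, set per campaign, cut at about 25% in these data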;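 also: 0% = DMSO with enzyme and 100% = buffer with substrate but no TDP2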
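System – recombinant human TDP2 · Amount – 120 nM TDP2 per well · Buffer or medium – Mg2+-containing Tris-HCl buffer, pH 7.5 · Reagent – T5PNP substrate, 5 mM · Dosing – 12.8 µM single point, 1% DMSO · Incubation – 2 h at 37 °C · Measured by – epi absorbance · Read-out basis – percent inhibition · Benchmarks – high control without enzyme, low control DMSO plus TDP2 · Repeats – singlicate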
PRMT1 FP inh = blocks human protein arginine methyltransferase 1. 370,000 tested, 1.3% active. inhibition, % at 2.79 µM. AID 652257. Q99873. recombinant PRMT1, activity-based probe fluorescence polarization;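 active = inhibition above about 21% made by adding two undisclosed values, limit read from the data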
DDE Tn7 FP inh = inhibitors of Tn7 peptide binding to human fibrin DD(E); 370,000 tested, 0.13% active; FP displacement of FITC-Tn7 peptide from fibrin DD(E); 0% = median of compound wells per plate; inhibition, % at 8.3 µM;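 active = inhibition above the mean of compounds falling within the control limits plus 3 SD of them, cut at about 14% in these data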;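 also: 0% = plate median of compound wells and 100% = 10 µM Aha-Tn7 peptide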
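Assay system: Fibrin-DD(E) protein isolated from polymerized human fibrin clots; read-out basis: percent inhibition; medium: Tris/NaCl/CaCl2 buffer, pH 7.8; signal: FP measurement; incubation: 10 min plus 3 h, room temperature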
UHRF1 MBD2 ctr = human UHRF1 methylated DNA binding inhibitors | UHRF1 binding to methylated oligo, TR-FRET | inhibition, % at 4.4 µM | 370,000 tested, 0.75% active | AID 687016; in the data active = inhibition above about 21%;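 also: UHRF1 SRA domain binding a hemimethylated CpG hairpin DNA probe; 0% = median of test compound wells and 100% = reference inhibitor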
Target sequence (Q96T88 whole entry, looked up, the tested form may be a part): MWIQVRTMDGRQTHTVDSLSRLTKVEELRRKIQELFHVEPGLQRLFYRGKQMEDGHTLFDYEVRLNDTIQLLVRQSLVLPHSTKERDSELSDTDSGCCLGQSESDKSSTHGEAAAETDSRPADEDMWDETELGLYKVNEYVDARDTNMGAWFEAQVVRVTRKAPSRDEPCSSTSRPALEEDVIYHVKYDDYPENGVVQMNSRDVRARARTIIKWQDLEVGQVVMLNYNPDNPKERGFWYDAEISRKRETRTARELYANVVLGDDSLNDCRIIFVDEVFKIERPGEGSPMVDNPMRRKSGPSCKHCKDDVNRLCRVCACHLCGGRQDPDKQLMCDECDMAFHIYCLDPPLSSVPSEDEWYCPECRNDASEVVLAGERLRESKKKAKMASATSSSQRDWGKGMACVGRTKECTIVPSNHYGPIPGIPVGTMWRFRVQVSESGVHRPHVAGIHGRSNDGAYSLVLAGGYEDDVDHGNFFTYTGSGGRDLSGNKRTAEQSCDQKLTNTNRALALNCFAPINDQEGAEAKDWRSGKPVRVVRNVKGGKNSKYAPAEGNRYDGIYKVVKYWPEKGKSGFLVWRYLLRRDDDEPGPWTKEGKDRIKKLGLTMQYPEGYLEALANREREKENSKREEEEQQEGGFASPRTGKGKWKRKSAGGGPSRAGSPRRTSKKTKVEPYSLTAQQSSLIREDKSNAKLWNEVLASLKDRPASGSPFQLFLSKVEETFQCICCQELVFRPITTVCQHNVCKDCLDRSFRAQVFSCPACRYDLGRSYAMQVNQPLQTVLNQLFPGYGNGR
LEDGF integ inh = blocks HIV-1 LEDGF/p75-dependent DNA integration. AID 743269. 370,000 tested, 0.64% active. inhibition, % at 3.7 µM. TR-FRET IN-LEDGF/p75 DNA integration, Eu/Cy5;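 active = inhibition above the screen-wide mean plus 3 SD, cut at about 13% in these data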;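 also: signal is the Cy5 over europium emission ratio at 671 and 618 nm; 0% = plate median of compound wells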
Tn6 DDE FP = DD(E)-Tn6 binding inhibition, primary FP screen. 370,000 tested, 0.21% active. P02675. Fibrin DD(E) TRITC-Tn6 fluorescence polarization displacement. inhibition, % at 8.3 µM;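 active = inhibition above a per-campaign cutoff: mean of compounds within control limits plus 3 SD, cut at about 15% in these data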;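 also: 0% = median of all compound wells on the plate and 100% = blocking peptide control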
SIAE primary = human SIAE inhibition, primary screen; Q9HAT2; SIAE FP-Rh probe binding, fluorescence polarization; inhibition, % at 9.66 µM; 370,000 tested, 0.69% active;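 active = inhibition above a cutoff: mean of compounds within the control limits plus 3 SD of those, cut at about 17% in these data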;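 also: 0% = plate median of compound wells and 100% = probe without SIAE protein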
TCR CD3 inh = inhibitors of human TCR-CD3 interaction; TAMRA-labeled TCR probe fluorescence, biochemical; inhibition, % at 9.4 µM; 360,000 tested, 0.37% active; AID 651800; in the data active = inhibition above about 19%;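 also: recombinant mutant TCR 2C K166C tagged with TAMRA read by polarization; 0% = receptor in buffer alone and 100% = receptor with positive control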
proKLK7 act = proKLK7 (human) activation, primary screen | P49862 | purified proKLK7, EDANS-DABCYL substrate fluorescence; 100% is mature enzyme control, 0% vehicle | activation, % at 7 µM | 370,000 tested, 0.9% active;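 active = activation above the mean of all tested compounds plus 3 SD, computed per campaign excluding outliers beyond control limits, cut at about 13% in these data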
MBD2 inh = blocks human MBD2 binding to methylated DNA; Q9UBB5; TR-FRET, MBD2 binding to methylated oligonucleotide; inhibition, % at 4.4 µM; 370,000 tested, 0.31% active; AID 686964; in the data active = inhibition above about 13%
* = called active by the depositor; x = not tested or not shown.

nr	molecule	TDP2 absorb	PRMT1 FP inh	DDE Tn7 FP inh	UHRF1 MBD2 ctr	LEDGF integ inh	Tn6 DDE FP	SIAE primary	TCR CD3 inh	proKLK7 act	MBD2 inh
1	O=C(Cn1nnc2ccccc21)c1cccc([N+](=O)[O-])c1	-1	-2	-5	-1	1	-5	1	2	0.2	1
2	O=C(COc1ccccc1)NC1CCCc2ccccc21 (stereo unspecified)	-2	-1	-5	3	9	-10	4	-1	0.5	-3
3	CCOc1ccc(CCNC(=O)COc2cccc(-n3cnnn3)c2)cc1OCC	-2	1	-3	-3	2	-5	-9	-2	0.1	1
4	C[C@H](NC(=O)[C@@H]1CCCN1C(=O)[C@@H]1CCCN1C(=O)c1ccccc1)c1ccccc1	5	-1	4	11	1	-4	0	1	0.0	-1
5	O=S(=O)(Nc1ccc2c(c1)OCO2)c1ccc(F)c(F)c1	5	-3	-8	2	0	2	-2	-1	0.0	-4
6	COC(=O)[C@]12C[C@H](CC(=O)N3CCC(c4ccccc4)CC3)C(=O)N(CCC3=CCCCC3)C1=C[C@H](C(C)(C)C)O[C@@H]2C	-15	3	-14	5	7	-2	-6	-3	0.3	-6
7	CCCN1CCS(=O)(=O)N(Cc2cn(Cc3ccc(F)cc3)nn2)C(C(=O)OC)C1 (stereo unspecified)	-1	1	-3	11	4	1	0	x	-0.3	3
8	Cc1cc(C)cc(NC(=O)CSc2ccc(-c3cccs3)nn2)c1	0	10	8	-2	-4	0	-10	7	0.1	0
9	CS(=O)(=O)c1ccc(Cl)c(NC(=O)C2CCCCN2S(=O)(=O)c2ccccc2)c1 (stereo unspecified)	-3	-4	7	-1	1	-1	5	6	-0.3	-3
10	COC(=O)c1ccc(C)c(NC(=O)Cc2ccc([N+](=O)[O-])cc2)c1	6	-1	-7	-4	-4	7	3	2	-0.1	-1
11	NC(=O)CSCc1c(Cl)cccc1Cl	1	2	5	1	-2	-5	1	4	0.7	6
12	COc1ccc2cc3cc(C(=O)NCc4ccccn4)oc3nc2c1	-14	-5	-7	-31	2	-5	-5	3	42*	-14
13	O=C(CCC1CCCCC1)Nc1ccccc1-c1ccccc1	-7	-1	9	-3	-1	3	-8	9	-1.0	5
14	COc1ccc(-c2cnnc(N/N=C/c3ccc(OC)c(OC)c3)n2)cc1	-8	3	-1	1	-2	-4	-2	-4	-0.9	-2
15	CCc1ccc(OCC(=O)Nc2cc(S(=O)(=O)CC)ccc2O)cc1	4	-3	-1	-2	0	6	0	3	0.8	-2
16	Cc1ccc(O)c(NC(=O)CN(C)S(=O)(=O)c2ccc(Cl)cc2)c1	-14	-2	-4	-1	1	4	11	-1	-0.2	2
17	COc1ccc(NC(=O)Nc2nnc(Cc3ccc(OC)c(OC)c3)s2)cc1	-3	1	3	17	0	-4	4	2	-0.5	5
18	CC1CN(C(=O)CN2C(=O)c3ccccc3C2=O)CC(C)O1 (stereo unspecified)	2	1	0	2	0	2	-2	-1	0.4	0
19	Cc1nc2sccn2c(=O)c1Br	-11	3	4	1	-2	11	7	-1	0.5	-3
20	COc1ccc(Cl)cc1C(=O)Nc1ccccc1N1CCCCC1	-8	-5	-1	-3	3	-2	-1	10	-17	-6
21	CSc1nc2nc3c(cc2c(=O)n1-c1ccc(C)cc1)COC(C)(C)C3	-12	-10	5	0	3	-4	-1	0	0.6	-4
22	CCOC(=O)C1=C(COC(=O)/C=C/c2ccccc2)NC(=O)NC1C (stereo unspecified)	13	1	-5	-4	1	-2	0	5	0.7	0
23	C=CCN1C(=O)CS/C1=N\N=C\c1cccc([N+](=O)[O-])c1	-3	-1	-6	-3	0	-2	-3	-3	-0.1	2
24	COc1cc(-c2cnc3c(NC=O)cc(-c4ccsc4)cn23)cc(OC)c1OC	-2	8	0	-3	0	-5	-2	-12	-0.1	-3
25	Cc1cc(OC(=O)c2ccc(S(=O)(=O)N(C)C)cc2)cc(=O)o1	5	-1	-2	0	0	-2	3	0	-0.3	-4
26	CCOC(=O)CCC(=O)OCC(=O)NC(C)C1CC2CCC1C2 (stereo unspecified)	-7	0	4	0	1	2	1	3	0.0	2
27	CN1C(=O)/C(=C2\SC(=S)N(C(CCC(=O)O)C(=O)O)C2=O)c2ccccc21 (stereo unspecified)	-13	5	-2	4	1	5	8	6	0.1	-2
28	CCOc1cc(/C=N/O)cc(Cl)c1OC	3	3	-5	1	5	-1	1	0	0.1	-6
29	Cc1nn(-c2ccccc2)c(C)c1NC(=O)COC(=O)c1cc(Cl)ccc1O	11	0	2	-1	1	1	-4	8	25*	2
30	O=C(O)/C=C/c1ccc(-n2ccnc2)cc1	-2	0	-3	-2	-6	-2	-2	0	0.1	0
31	Cc1ccc(-c2cc(C(=O)NCCc3ccccn3)c3ccccc3n2)c(C)c1	-4	-2	5	-2	0	5	-4	-4	0.0	-3
32	COC(=O)C1CC2(C(=O)OC)CC(C(=O)OC)(CC(C(=O)OC)C2=O)C1=O (stereo unspecified)	6	0	3	-4	0	-1	7	4	0.1	2
33	COc1ccc(N(CC(=O)NCCC(C)C)C(=O)c2snc(C(=O)NC3CCCCC3)c2N)c(OC)c1	5	-4	0	0	2	0	-1	-5	-0.4	4
34	COc1ccc(OC)c(-c2cc(C(=O)N3CCOCC3)no2)c1	-3	-3	-1	2	0	3	-6	1	0.0	1
35	O=C(CCCC(=O)OCC(Cl)=C(Cl)Cl)Nc1cccc(F)c1	6	0	-3	1	1	-2	9	2	0.5	2
36	CCN(CC(=O)Nc1ccc(NC(C)=O)cc1)C(=O)c1cc2c(s1)CCCCC2	9	3	3	7	-5	-10	-3	-9	0.7	3
37	OC(c1ccc(-c2ccccc2)cc1)c1ncc(-c2ccccc2Cl)[nH]1 (stereo unspecified)	-3	-2	4	-2	1	0	-18	6	-0.1	3
38	NC(=O)c1cc2cc(Cl)ccc2oc1=O	-3	-2	-2	-5	-1	1	-1	-6	-6.1	-2
39	C=CCn1cc([N+](=O)[O-])nc1C	-1	-2	1	2	0	5	-1	5	-0.7	3
40	N/C(=N\OC(=O)c1ccc(Cl)cc1)c1ccccn1	4	1	4	-3	0	-4	-1	7	0.0	0

In the list so far, 3 contain two or more sulfur atoms:
nr	molecule	TDP2 absorb	PRMT1 FP inh	DDE Tn7 FP inh	UHRF1 MBD2 ctr	LEDGF integ inh	Tn6 DDE FP	SIAE primary	TCR CD3 inh	proKLK7 act	MBD2 inh
8	Cc1cc(C)cc(NC(=O)CSc2ccc(-c3cccs3)nn2)c1	0	10	8	-2	-4	0	-10	7	0.1	0
9	CS(=O)(=O)c1ccc(Cl)c(NC(=O)C2CCCCN2S(=O)(=O)c2ccccc2)c1 (stereo unspecified)	-3	-4	7	-1	1	-1	5	6	-0.3	-3
27	CN1C(=O)/C(=C2\SC(=S)N(C(CCC(=O)O)C(=O)O)C2=O)c2ccccc21 (stereo unspecified)	-13	5	-2	4	1	5	8	6	0.1	-2

(continued)
nr	molecule	TDP2 absorb	PRMT1 FP inh	DDE Tn7 FP inh	UHRF1 MBD2 ctr	LEDGF integ inh	Tn6 DDE FP	SIAE primary	TCR CD3 inh	proKLK7 act	MBD2 inh
41	O=C(O)c1ccc(/C=N/NC(=O)c2ccc(NS(=O)(=O)c3cccs3)cc2)cc1	11	4	7	3	1	-2	8	0	-0.9	-2
42	CC(=O)NC(c1ccc(F)c(F)c1)c1nc(-c2ccc(C)c(C)c2)cs1 (stereo unspecified)	-10	-1	-3	-2	-6	0	-4	0	-0.4	3
43	CC[C@@H](C)[C@@H]1CN([C@@H](C)CN2CCC[C@H]2CN2C(N)=NC[C@H]2CC(C)C)C(=N)N1CCCC1CCCC1	-2	4	3	3	1	0	4	-5	0.1	2
44	CCOCCCNC(=O)C1CC(=O)N(CCc2ccccc2)C1 (stereo unspecified)	-3	0	0	2	-5	1	1	3	-0.1	3
45	CC(=O)NCCC1CCCCN1Cc1nc(Cc2cccc(C(F)(F)F)c2)no1 (stereo unspecified)	-2	-2	-8	-2	4	5	2	9	-0.3	-7
46	CC1=C(C(=O)OCCOC(C)C)C(c2cccc3ccccc23)NC(=O)N1 (stereo unspecified)	5	-5	-1	-3	1	-2	5	-3	5.0	0
47	CCN(CC)CCNC(=S)Nc1ccc2nc(N3CCCC3)cc(C)c2c1	-6	0	1	7	2	-1	10	4	7.8	0
48	COc1ccc(CCNC(=O)CC2SC(N)=NC2=O)cc1OC (stereo unspecified)	12	14	-3	-1	1	5	9	-3	-0.5	3
49	CCOc1ccc(C(=O)Nc2nnc(C(C)C)s2)cc1OCC	-11	-3	-2	-1	1	-3	-1	5	-0.1	2
50	Cc1ccc(C(=O)N/C(=C\c2sccc2C)C(=O)NCc2ccncc2)cc1	5	1	1	1	0	-1	2	-4	0.1	0
51	CC(C)(C)c1ccc(S(=O)(=O)Nc2ccc3c(c2)COC3=O)cc1	3	0	-1	1	2	-1	-3	4	0.1	-5
52	Cc1cc([N+](=O)[O-])nn1CC(=O)NCc1cccs1	8	-2	0	-1	-1	7	-3	3	0.6	-1
53	COc1ccc(S(=O)(=O)NCC2CCCN(C(=O)c3sccc3C)C2)cc1 (stereo unspecified)	-3	0	3	-1	1	0	-1	5	0.0	-5

In another format: entries from further up.
entry	TDP2 absorb	PRMT1 FP inh	DDE Tn7 FP inh	UHRF1 MBD2 ctr	LEDGF integ inh	Tn6 DDE FP	SIAE primary	TCR CD3 inh	proKLK7 act	MBD2 inh	smiles
42	-10	-1	-3	-2	-6	0	-4	0	-0.4	3	CC(=O)NC(c1ccc(F)c(F)c1)c1nc(-c2ccc(C)c(C)c2)cs1 (stereo unspecified)
52	8	-2	0	-1	-1	7	-3	3	0.6	-1	Cc1cc([N+](=O)[O-])nn1CC(=O)NCc1cccs1
